GSTO1 counter = inhibitors of recombinant GSTO1, primary screen, counter-screen for RBBP9 inhibitor project, biochemical, fluorescence polarization. Glutathione S-transferase omega-1 (Homo sapiens), P78417. activity-based probe fluorescence polarization. inhibition, % at 5.96 µM. 300,000 tested, 1.1% active;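 active = inhibition above the campaign mean inhibition plus 3 SD, cut at about 35% in these data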;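 note: 0% = GSTO1-1 with DMSO and 100% = wells lacking GSTO1-1 enzyme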
Target sequence (P78417 whole entry, looked up): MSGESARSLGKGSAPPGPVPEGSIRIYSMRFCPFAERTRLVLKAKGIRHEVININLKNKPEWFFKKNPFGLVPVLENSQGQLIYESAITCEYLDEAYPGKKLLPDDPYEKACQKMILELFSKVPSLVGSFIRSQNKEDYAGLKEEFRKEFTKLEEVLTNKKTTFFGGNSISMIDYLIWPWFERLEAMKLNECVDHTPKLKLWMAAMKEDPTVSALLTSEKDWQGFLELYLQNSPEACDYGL
MCL1-BIM inh = inhibitors of MCL1 binding to BIM-BH3, primary screen, biochemical, fluorescence polarization; Induced myeloid leukemia cell differentiation protein Mcl-1 (Homo sapiens), Q07820; GST-MCL1 / FITC-Bim-BH3 fluorescence polarization; inhibition, % at 10.9 µM; 320,000 tested, 0.68% active;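 active = inhibition above the mean inhibition of all tested compounds plus 3 SD, set per campaign, cut at about 40% in these data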;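 note: 0% = DMSO wells and 100% = unlabeled Bim-BH3 peptide control; higher means more loss of mP so more displacement of Bim peptide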
Target sequence (Q07820 whole entry, looked up): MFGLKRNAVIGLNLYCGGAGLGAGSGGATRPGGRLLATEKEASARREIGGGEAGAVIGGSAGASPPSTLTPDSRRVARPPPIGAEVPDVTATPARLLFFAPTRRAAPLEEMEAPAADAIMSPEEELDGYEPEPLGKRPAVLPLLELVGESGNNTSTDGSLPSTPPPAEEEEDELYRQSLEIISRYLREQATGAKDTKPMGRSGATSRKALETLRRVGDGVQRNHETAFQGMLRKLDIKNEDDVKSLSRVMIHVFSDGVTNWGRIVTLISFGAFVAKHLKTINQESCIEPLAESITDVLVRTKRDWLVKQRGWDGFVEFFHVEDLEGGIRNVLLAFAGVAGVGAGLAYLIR
GLD-1 RNA inh = GLD-1/TGE RNA complex disruptors, primary screen, biochemical, fluorescence polarization; 320,000 tested, 0.44% active; purified GLD-1 + fluorescein TGE RNA; inhibition, % at 5.96 µM;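 active = percent inhibition above a per-plate cutoff, the plate mean of test compounds plus 3 SD, cut at about 30% in these data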;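 note: 0% = DMSO wells with GLD-1 and probe and 100% = wells lacking GLD-1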
Target sequence (Q17339 whole entry, looked up): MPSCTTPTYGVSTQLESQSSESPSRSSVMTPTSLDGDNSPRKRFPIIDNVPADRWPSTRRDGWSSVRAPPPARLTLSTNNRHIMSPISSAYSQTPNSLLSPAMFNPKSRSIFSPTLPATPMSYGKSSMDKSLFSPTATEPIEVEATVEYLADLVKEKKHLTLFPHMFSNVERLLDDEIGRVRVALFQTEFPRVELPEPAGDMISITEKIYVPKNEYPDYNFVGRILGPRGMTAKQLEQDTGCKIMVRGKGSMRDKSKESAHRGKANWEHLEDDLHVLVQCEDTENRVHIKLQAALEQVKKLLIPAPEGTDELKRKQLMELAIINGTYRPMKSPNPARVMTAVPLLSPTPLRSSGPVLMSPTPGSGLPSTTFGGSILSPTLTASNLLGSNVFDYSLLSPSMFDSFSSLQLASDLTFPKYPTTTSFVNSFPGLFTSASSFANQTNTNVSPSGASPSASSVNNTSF
TPT1 inhibitor = Candida albicans TPT1 enzyme inhibitors, primary screen, biochemical, fluorescence polarization. tRNA 2'-phosphotransferase TPT1 (Candida albicans SC5314). recombinant caTPT1, FP RNA substrate dephosphorylation. inhibition, % at 5 µM. 300,000 tested, 0.81% active;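 active = inhibition above the mean of all tested compounds plus 3 SD, set per screening campaign, cut at about 24% in these data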;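 note: plate controls were DMSO alone for no effect and ferristatin control at 100 nM for full effect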
MEX-5 binding = MEX-5 zinc finger RNA-binding disruptors – biochemical, C. elegans, fluorescence polarization, MLPCN library, primary screen; Zinc finger protein mex-5 (Caenorhabditis elegans), Q9XUB2; MEX-5/FITC-TCR2 RNA binding; hits give low values; activity score (negative = inhibition of binding), % at 10 µM; 300,000 tested, 0.38% active; AID 1832, 2009;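 active = inhibition past about -25% in most replicates, and total fluorescence under double the plate's negative control median, limit read from the data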;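 note: 0% = DMSO and -100% = 5 µM competing unlabeled TCR2 RNA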
PAD4 inh = human PAD4 inhibitors, primary screen, biochemical, fluorescence polarization, 1536-well format | Protein-arginine deiminase type-4 (Homo sapiens), Q9UM07 | 330,000 tested, 0.41% active | inhibition, % at 6.36 µM | recombinant PAD4, RCA probe fluorescence polarization | AID 485272, 2010;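 active = percent inhibition above a cutoff equal to the mean of all tested compounds plus 3 SD, cut at about 15% in these data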;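 note: 0% = PAD4 with RCA probe and DMSO and 100% = probe without PAD4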
Fam108B inh = mouse Fam108B serine hydrolase inhibitors, primary screen, counter-screen for RBBP9 inhibitor project, biochemical, fluorescence polarization. recombinant Fam108B, FP-Rh probe fluorescence polarization. 300,000 tested, 0.33% active. inhibition, % at 9.51 µM. AID 1947, 2009;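 active = inhibition above the screen mean inhibition plus 3 SD, computed separately per campaign, cut at about 18% in these data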;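 note: inhibitors lower polarization as less probe binds the enzyme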
PME-1 primary = PME-1 inhibitors via competitive probe labeling, primary screen, biochemical, fluorescence polarization, FP-Rh probe, HTS; recombinant PME-1; Protein phosphatase methylesterase 1 (Homo sapiens), Q9Y570; 320,000 tested, 0.53% active; inhibition, % at 5.9 µM;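 active = inhibition above the campaign mean of all compounds plus 3 SD, cut at about 26% in these data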;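 note: competitive labeling of PME-1 active site by serine hydrolase directed probe; 0% = PME-1 with DMSO and 100% = wells lacking PME-1 enzyme; inhibitors block probe labeling so polarization falls and inhibition rises; many of its hits are not listed in these tables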
BCLXL inh = inhibitors of human Bcl-xL, primary screen, biochemical, fluorescence polarization, HTS. 320,000 tested, 0.7% active. AID 2129, 2009. GST-Bcl-xL / FITC-Bim BH3 peptide fluorescence polarization. inhibition, % at 10.9 µM. Bcl-2-like protein 1 (Homo sapiens), Q07817;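 active = inhibition above the mean of all tested compounds plus 3 SD, cutoff set per campaign, cut at about 30% in these data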;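 note: 0% = DMSO wells and 100% = unlabeled Bim-BH3 peptide competitor; inhibitors lower millipolarization by displacing the labeled peptide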
An asterisk follows results filed as active; · = not tested or not shown. A portion of the library; the hit share may differ from the screen's.

Order of values – GSTO1 counter, MCL1-BIM inh, GLD-1 RNA inh, TPT1 inhibitor, MEX-5 binding, PAD4 inh, Fam108B inh, PME-1 primary, BCLXL inh
> CCOc1ncccc1C(=O)N1CCN(S(=O)(=O)c2ccc(Br)cc2Cl)CC1
→ -4, -18, -3, 0, 0.3, -7, 0, 6, -16
> CCSc1oc(-c2ccco2)nc1S(=O)(=O)c1ccc(F)cc1
→ -6, -9, -2, 6, -1.1, -9, -2, -5, -5
> COc1cccc(N2CC(C(=O)N3CCC4(CC3)CC(=O)c3ccccc3O4)CC2=O)c1 (stereo not drawn)
→ -8, -4, 1, -1, 1.2, -4, -5, 1, 1
> NS(=O)(=O)c1ccc(NC(=O)COC(=O)c2cc([N+](=O)[O-])ccc2Cl)cc1
→ -4, 5, 1, -1, 2.3, 4, -2, 5, 2
> Cc1cc(NC(=O)c2cccc(S(=O)(=O)N3CCOCC3)c2)no1
→ 7, 2, 3, 0, 0.3, -5, 3, 2, -2
> CCN(c1ccccc1)S(=O)(=O)c1cnc[nH]1
→ 5, 7, -3, 0, -1.4, -2, 1, 1, 6
> COc1cc(/C=C2\C(=N)N3N=C(S(C)(=O)=O)SC3=NC2=O)cc(OC)c1OCCOc1ccccc1C
→ -46, 17, 4, 1, -5.2, -6, -19, -20, 2
> CNC(=O)CN(c1ccc(F)cc1)S(=O)(=O)c1cc(C)ccc1OC
→ -5, -4, 7, -3, -2.6, 3, 3, -4, 4
> CCN(CC(=O)Nc1cccc(OC)c1)c1ncnc2sc(C)c(C)c12
→ 9, -9, 3, 4, -1.0, -1, -2, -3, 2
> O=C(NNC(=S)Nc1ccccc1)c1cccc(Br)c1
→ 3, 4, 6, 0, 1.6, -1, 4, -3, 3

Brought forward from above: 3 entries; new compounds follow.
Order of values – GSTO1 counter, MCL1-BIM inh, GLD-1 RNA inh, TPT1 inhibitor, MEX-5 binding, PAD4 inh, Fam108B inh, PME-1 primary, BCLXL inh
> CNC(=O)CN(c1ccc(F)cc1)S(=O)(=O)c1cc(C)ccc1OC
→ -5, -4, 7, -3, -2.6, 3, 3, -4, 4
> CCN(CC(=O)Nc1cccc(OC)c1)c1ncnc2sc(C)c(C)c12
→ 9, -9, 3, 4, -1.0, -1, -2, -3, 2
> O=C(NNC(=S)Nc1ccccc1)c1cccc(Br)c1
→ 3, 4, 6, 0, 1.6, -1, 4, -3, 3
> COC(=O)C(C)Sc1nc(NCc2ccccc2)nc(N(C)C)n1 (stereo not drawn)
→ -4, -7, -1, 2, -0.3, -1, 2, -1, 0
> Cc1ccc(-c2nnn(CC(=O)N(CC3CCCO3)C(C(=O)NC3CCCC3)c3ccc(O)cc3)n2)o1 (stereo not drawn)
→ 6, -1, -7, 1, 0.6, -5, -2, 10, 4
> COc1ccc(C(=O)NC2CCN(S(=O)(=O)c3ccc(F)cc3)CC2)cc1
→ 6, 5, 6, -3, -3.6, -2, -2, -2, 8
> Cc1ccccc1OCCn1c(CCNC(=O)C(C)C)nc2ccccc21
→ -5, -4, 1, 1, 0.2, -1, 2, 7, 0
> O=C(c1ccc2c(=O)n3c(nc2c1)CCCCC3)N1CCCCC1
→ -4, 3, 3, -2, 2.4, 2, 0, 3, -2
> COc1ccc(NC(=O)CN(C)S(=O)(=O)c2ccccc2)c([N+](=O)[O-])c1
→ -7, -3, 5, 3, 0.7, -6, 0, 3, -1
> COc1nn(CC(=O)N2N=C(C)CC2(O)C(F)F)cc1[N+](=O)[O-] (stereo not drawn)
→ 2, 5, 0, -3, -0.1, 4, 1, 3, 7
> O=C(Nc1ccncc1)c1sc2ccccc2c1Cl
→ -2, 3, -3, -3, 2.0, 1, -6, 4, 6
> COc1ccc(Nc2nc(NC(C)(C)C)nc(N3CCOCC3)n2)c(OC)c1
→ 3, -1, 2, 1, 1.7, 2, 2, 1, 5
> COc1cc(Cl)c(C)cc1NC(=O)c1ccc(S(C)(=O)=O)cc1
→ 2, 1, 3, 0, -0.2, -1, 0, 1, -2

Part of the list above, field by field:
COC(=O)C(C)Sc1nc(NCc2ccccc2)nc(N(C)C)n1 (stereo not drawn)
  GSTO1 counter: -4 | MCL1-BIM inh: -7 | GLD-1 RNA inh: -1 | TPT1 inhibitor: 2 | MEX-5 binding: -0.3 | PAD4 inh: -1 | Fam108B inh: 2 | PME-1 primary: -1 | BCLXL inh: 0
O=C(Nc1ccncc1)c1sc2ccccc2c1Cl
  GSTO1 counter: -2 | MCL1-BIM inh: 3 | GLD-1 RNA inh: -3 | TPT1 inhibitor: -3 | MEX-5 binding: 2.0 | PAD4 inh: 1 | Fam108B inh: -6 | PME-1 primary: 4 | BCLXL inh: 6

New compounds follow
| compound | GSTO1 counter | MCL1-BIM inh | GLD-1 RNA inh | TPT1 inhibitor | MEX-5 binding | PAD4 inh | Fam108B inh | PME-1 primary | BCLXL inh |
| --- | --- | --- | --- | --- | --- | --- | --- | --- | --- |
| CC1=CC(C)(C)NC(=S)N1C(C)c1ccccc1 (stereo not drawn) | 6 | 9 | -3 | -6 | 1.6 | 2 | 3 | -1 | 10 |
| O=C(Nc1nnc(CCS(=O)(=O)c2ccc3ccccc3c2)s1)c1cccs1 | 1 | 2 | 8 | 0 | 0.5 | 3 | -7 | 6 | 1 |
| O=C(Nc1ccc(C(=O)O)cc1)Nc1ccc([N+](=O)[O-])cc1 | 2 | 6 | 6 | 1 | 3.5 | -8 | 5 | -7 | 4 |
| Cc1ccc2nc(N(CCCN(C)C)C(=O)c3ccc(S(=O)(=O)N4CCCCCC4)cc3)sc2c1 | 2 | -8 | -4 | 1 | -0.1 | -1 | 1 | -2 | -4 |
| Cn1c(N/N=C\c2cccc(O)c2)cc(=O)n(C)c1=O | 4 | 8 | 5 | -2 | -1.0 | -2 | 1 | -3 | 19 |
| C(=C\c1ccccc1)/C=N/Nc1nc(N2CCOCC2)nc(N2CCOCC2)n1 | 1 | 5 | 0 | -3 | 0.6 | 0 | -3 | -3 | 3 |
| COC(=O)c1c(NC(=O)COC(=O)CNC(=O)C2CCCCC2)sc(C)c1C | -7 | 1 | 3 | 1 | 2.3 | -4 | -5 | 0 | -2 |
| Cc1ccc(N2CC(=O)N(NC(=O)c3sc4nc(C)cc(C)c4c3N)CC2=O)cc1 | -1 | 9 | 5 | -2 | 1.7 | -2 | 2 | -1 | 17 |
| CC(CC(=O)Nc1nccs1)c1ccccc1 (stereo not drawn) | 2 | -4 | 2 | -4 | 3.5 | 3 | -1 | -6 | 5 |
| Cc1ccc(C2=Nc3ccccc3NC(C)(c3ccc(C)o3)C2)o1 (stereo not drawn) | -16 | 36 | 44* | -4 | -0.4 | -3 | 1 | -3 | 40* |
| Cc1cc(C)cc(NC(=S)NC2CC3CCC(C2)N3Cc2ccco2)c1 (stereo not drawn) | 3 | 4 | 6 | -1 | 2.2 | 4 | -2 | -3 | 3 |
| COc1ccc(Cl)cc1NC(=O)CN1CCN(S(=O)(=O)N2CCCCC2)CC1 | 4 | 4 | 1 | 0 | -0.5 | -4 | -2 | 5 | 3 |
| COc1ccc(C(=O)N2CCC(N3CCN(c4ccccc4)CC3)CC2)cc1 | -4 | 1 | 3 | -1 | · | -4 | -5 | 2 | 3 |
| C=CCOc1cccc(CNn2cn[nH]c2=S)c1 | 4 | -14 | 4 | 2 | 0.4 | 1 | 3 | 0 | -9 |
| Cc1[nH]c(=O)[nH]c(=O)c1NS(=O)(=O)c1ccccc1 | 4 | 6 | 2 | 0 | 1.5 | 3 | 0 | 0 | 4 |
| O=C(NCc1cccnc1)c1ccc(-c2ccccc2[N+](=O)[O-])o1 | 2 | 6 | 5 | -2 | -1.5 | -3 | 3 | 4 | 2 |
| O=C1OCCN1CCNCc1cn(-c2ccc(F)cc2)nc1-c1ccccc1Cl | 8 | 8 | -3 | 1 | 3.2 | -2 | 2 | -2 | 5 |
| COc1ccc(C2C3=C(CC(C)(C)CC3=O)N(CC(=O)O)C3=C2C(=O)CC(C)(C)C3)cc1OC | 2 | 7 | 14 | -1 | -2.1 | -2 | 2 | -7 | 4 |
| Cc1nc(-c2ccccc2)sc1C1(C)CC(c2ccc([N+](=O)[O-])cc2)=NO1 (stereo not drawn) | 3 | 7 | -3 | 0 | 1.6 | 2 | 0 | -1 | 6 |
| O=C(NC1CCCCCCC1)c1ccc(Br)o1 | -4 | 11 | 0 | -1 | 2.2 | -2 | 1 | -1 | 5 |
| Cn1c(=O)c2c(O)c([N+](=O)[O-])c(=O)n(C)c2n(C)c1=O | -13 | 8 | -2 | 2 | -2.1 | -8 | 2 | -1 | 5 |
| CC(C)NC(=O)NC(=O)COC(=O)c1ccc(F)cc1F | 0 | 8 | 3 | 1 | -2.9 | 1 | 3 | 3 | 3 |
| O=C(NCC1CCCO1)c1cccnc1Nc1ccccc1F (stereo not drawn) | -2 | 0 | -2 | -1 | 2.8 | 1 | -2 | -2 | -3 |
| CCN(CC)S(=O)(=O)c1cccc(-c2n[nH]c(=S)n2/N=C/c2ccc(OC)cc2)c1 | 5 | -14 | 3 | 1 | -1.0 | 2 | 4 | 13 | -16 |
| O=C1C2CCCCN2C(=O)N1CCCN1CCN(c2ccc(F)cc2)CC1 (stereo not drawn) | 0 | 0 | 0 | 1 | 0.1 | -2 | 1 | -2 | 3 |
| Cc1ccc(/C=C(\NC(=O)c2ccccc2)C(=O)N2CCCC2C(=O)O)cc1 (stereo not drawn) | -9 | -1 | -2 | -7 | -2.2 | -5 | -3 | -1 | -2 |
| O=C(CN1CCN(C2CCCCC2)CC1)c1ccc2cc[nH]c2c1 | 3 | 7 | 7 | 0 | -0.6 | -1 | 0 | -1 | 5 |
| Oc1cccc(CN2CCCCC2)c1 | 4 | 8 | 0 | -4 | 1.5 | -1 | 2 | -3 | 2 |
| CSc1nnc(Cn2c(=O)sc3ccccc32)n1-c1ccccc1C | 1 | -8 | 1 | 1 | -2.0 | -3 | 1 | 0 | -3 |
| CN1CCN(c2ccccc2NC(=O)c2ccc(-c3cccc([N+](=O)[O-])c3)o2)CC1 | -4 | 0 | 9 | 4 | 2.8 | 0 | 3 | 8 | 3 |
